Compound activity deposited in PubChem BioAssay by Sanford-Burnham Center for Chemical Genomics.
SENP8 block-1 = blocks human SENP8 cleavage of Nedd8 substrate; Q96LD8; recombinant SENP8, Nedd8 substrate fluorescence; inhibition, % at 20 µM; 0.64% of 360,000 active; AID 602440; in the data active = inhibition mostly above about 40%, no sharp cut-off; inactive = mostly below about 27%
SENP1 FRET inh = inhibitors of human SENP1 SUMO protease catalytic domain; inhibition, % at 10 µM; 0.21% of 360,000 active; Q9P0U3; recombinant SENP1 catalytic domain, CyPet-SUMO1-YPet FRET cleavage;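 active = inhibition at least 30% at 10 µM, raw YFP signal under a set limit, fluorescence ratio 0.5 to 1.5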;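 note: 0% = enzyme with DMSO and 100% = no enzyme wells; some results filed as inactive read as strong as hits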
Target sequence (Q9P0U3 419-644 limits assumed): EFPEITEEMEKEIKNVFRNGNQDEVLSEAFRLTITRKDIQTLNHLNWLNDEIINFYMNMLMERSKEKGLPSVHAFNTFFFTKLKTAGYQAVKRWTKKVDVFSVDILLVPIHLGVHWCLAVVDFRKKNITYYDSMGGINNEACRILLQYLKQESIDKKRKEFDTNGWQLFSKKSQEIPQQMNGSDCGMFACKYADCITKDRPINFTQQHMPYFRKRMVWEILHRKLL
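system = hSENP1 catalytic domain, recombinant | reagent = SFCypet-SUMO1-SFYpet substrate at 25 nM | doses = one dose per compound, 10 µM, 0.5% DMSO | incubation = enzyme reaction for 50 min at room temperature, dark | measured by = FRET, CFP and YFP emission | controls = no-enzyme low, enzyme-DMSO high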
SENP8 block-2 = blocks the human protease SENP8; 1.2% of 330,000 active; Q96LD8; inhibition, % at 10 µM; AID 2540; purified SENP8, Z-RLRGG-aminoluciferin cleavage, luminescence; in the data active = inhibition above about 50%
beta cell repl = induces beta-cell replication in MIN6 cells. MIN6 cells proliferation, ATPlite luminescence, 48 h; cells starved in 0.2% serum; 100% = growth in 10% serum. proliferation, % at 10 µM. 0.29% of 330,000 active. AID 2380;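 active = compounds whose signal lies at least 3.5 SD above the mean of all wells on their plate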;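 note: 0% = DMSO-treated cells in low-serum medium and 100% = 10% serum control; some compounds called inactive have numbers as strong as hits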
SENP7 block = inhibitors of human SENP7 protease; inhibition, % at 5 µM; 1.5% of 330,000 active; recombinant SENP7, Z-RLRGG-aminoluciferin luminescence, 40 min; AID 434973;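 active = inhibition above about 50% at the single test dose, limit read from the data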;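 note: plate controls were DMSO with enzyme for no effect and no enzyme buffer wells for full effect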
Target sequence (Q9BQF6 706-1050 limits assumed): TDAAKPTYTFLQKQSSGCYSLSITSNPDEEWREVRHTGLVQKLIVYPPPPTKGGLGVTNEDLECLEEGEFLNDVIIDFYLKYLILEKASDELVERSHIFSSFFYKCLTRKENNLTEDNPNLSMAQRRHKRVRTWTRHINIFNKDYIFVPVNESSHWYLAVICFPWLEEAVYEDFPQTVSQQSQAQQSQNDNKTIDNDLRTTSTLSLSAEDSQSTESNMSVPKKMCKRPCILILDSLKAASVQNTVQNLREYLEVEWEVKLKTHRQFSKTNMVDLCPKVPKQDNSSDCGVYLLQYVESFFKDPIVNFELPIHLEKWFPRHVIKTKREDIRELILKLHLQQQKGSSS
PfGluPho inh = PfG6PD (Plasmodium falciparum) enzyme inhibition; PfGluPho enzyme, NADPH resazurin-diaphorase fluorescence; inhibition, % at 20 µM; 0.78% of 350,000 active;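 active = inhibition reaching at least a set limit at 20 µM in the primary screen, cut at about 59% in these data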;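 note: 0% = DMSO wells with substrate and 100% = DMSO wells lacking glucose-6-phosphate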
UBC13 inh = blocks human UBC13 polyubiquitin chain formation; P61088; TR-FRET; inhibition, % at 20 µM; 0.47% of 330,000 active; AID 485273; in the data active = inhibition above about 45%, passing the limit was not always enough
SENP6 inh = blocks the human protease SENP6 | Recombinant SENP6 catalytic domain, aminoluciferin luminescence | inhibition, % at 10 µM | 1.8% of 330,000 active | AID 2599;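 active = inhibition above about 50% at the single tested dose, limit read from the data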;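 note: plate controls were DMSO wells with enzyme for no effect and DMSO wells lacking enzyme for full effect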
Target sequence (Q9GZR1 628-1112 limits assumed): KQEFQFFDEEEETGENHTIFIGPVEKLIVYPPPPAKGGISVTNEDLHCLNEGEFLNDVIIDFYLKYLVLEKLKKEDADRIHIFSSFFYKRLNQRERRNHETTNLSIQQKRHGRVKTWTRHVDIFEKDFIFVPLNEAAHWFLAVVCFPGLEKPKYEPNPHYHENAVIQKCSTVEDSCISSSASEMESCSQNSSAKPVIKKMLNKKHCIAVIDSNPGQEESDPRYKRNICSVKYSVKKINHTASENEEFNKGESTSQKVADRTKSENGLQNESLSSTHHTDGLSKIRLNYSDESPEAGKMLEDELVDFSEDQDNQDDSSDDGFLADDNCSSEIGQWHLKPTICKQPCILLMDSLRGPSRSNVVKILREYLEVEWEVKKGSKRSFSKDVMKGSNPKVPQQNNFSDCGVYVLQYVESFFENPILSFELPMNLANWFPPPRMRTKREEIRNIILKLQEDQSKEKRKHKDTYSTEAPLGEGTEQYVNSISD
HKDC1 inh = HKDC1 (human) hexokinase inhibition. Q2TB90. recombinant HKDC1, G6PDH/diaphorase resazurin coupled fluorescence. inhibition, % at 20 µM. 0.16% of 340,000 active;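 active = inhibition above about 35% when tested at 20 µM, limit read from the data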;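 note: plate controls were DMSO wells with enzyme for no effect and DMSO wells lacking enzyme for full effect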
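test system = in-house recombinant HK5 (HKDC1) enzyme | amount = HKDC1 at 5 µg/mL | control set = DMSO-enzyme wells negative, buffer-substituted wells positive | compound = one dose of 20 µM, 1% DMSO | schedule = reaction time 90 min, room temperature, protected from light | technique = resorufin fluorescence at 613 nm | reagent = glucose with 1 mM ATP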
Numbers without * were called inactive; i = inactive; / = no result given. Hits appear at their usual frequency. Share with any hit: about 4%.

cpd | compound | SENP8 block-1 | SENP1 FRET inh | SENP8 block-2 | beta cell repl | SENP7 block
1 | CCOC(=O)C1=C(N)N2C(=O)C(C)SC2=C(C(=O)OC)C1c1ccccc1OC (stereo not drawn) | 6.3 | -0.5 | -6.9 | 0.1 | -11.7
2 | C=CCNC(=S)NC(CC(=O)OC)c1ccc2c(c1)OCO2 (stereo not drawn) | 2.5 | -5.6 | 3.4 | -4.3 | -3.2
3 | COc1ccccc1-c1cc(C(=O)NCCc2ccccc2)no1 | 6.0 | 0.6 | -9.4 | -2.2 | 1.4
4 | Cc1c(C(=O)C(=O)N2CCCc3ccccc32)c2ccccc2n1C | 17.7 | 2.6 | -10.3 | 0.0 | -7.7
5 | COc1ccc(NC(=O)c2ccc3c(c2)CCN3S(=O)(=O)c2ccccc2)c(OC)c1 | 17.4 | 0.2 | -6.1 | 0.3 | 0.4
6 | COc1ccc2oc(C)c(C(N)=O)c2c1 | 11.9 | 0.8 | 0.1 | -0.5 | 0.1
7 | CCn1c(C)[n+](CC(O)COCC2CC=CCC2)c2ccccc21 (stereo not drawn) | 8.2 | -1.3 | -6.7 | -1.8 | -12.6
8 | COc1ccc(Nc2nc(N)nc(CSC(=S)N3CCCCC3C)n2)cc1 (stereo not drawn) | 14.6 | -1.1 | 0.7 | 0.6 | 4.8
9 | O=C(c1[nH]ncc1-c1ccccc1)C1CO1 (stereo not drawn) | -7.4 | 3.2 | -5.5 | -1.1 | 4.7
10 | COc1ccccc1C(=O)N(CN1CCCC1=O)c1cccc(Cl)c1 | 11.4 | -0.6 | 2.2 | -2.3 | 2.8
11 | CCOc1ccc(N2CC(C(=O)N3CCCc4ccccc43)CC2=O)cc1 (stereo not drawn) | 5.0 | -4.8 | -9.6 | 0.0 | -8.8
12 | CCn1c(C(=O)N2CCC(Cc3ccccc3)CC2)cc2sccc21 | 19.4 | -2.4 | 0.6 | -4.8 | -3.4

cpd | PfGluPho inh | UBC13 inh | SENP6 inh | HKDC1 inh
1 | -13.1 | 0.5 | -3.4 | -1.5
2 | 4.3 | -0.4 | 7.3 | -3.8
3 | 8.6 | 4.5 | 2.1 | 0.9
4 | 37.0 | -4.1 | -14.3 | 0.3
5 | 3.6 | 2.0 | -20.1 | -2.6
6 | -15.1 | 4.2 | -14.3 | -9.7
7 | -14.3 | -3.7 | -3.8 | 2.0
8 | 25.0 | 7.8 | -30.6 | -3.4
9 | -10.7 | 2.4 | -9.0 | -2.1
10 | -2.6 | -8.7 | 13.1 | -0.9
11 | -6.9 | -3.3 | -15.0 | 2.6
12 | 7.2 | -1.7 | -1.8 | 17.4

(more compounds)
cpd | compound | SENP8 block-1 | SENP1 FRET inh | SENP8 block-2 | beta cell repl | SENP7 block
13 | CC(C)(C)C(=O)N1CCN(c2ccc([N+](=O)[O-])c(-n3nc(-c4ccccc4)c4ccccc4c3=O)c2)CC1 | 22.2 | -1.7 | 6.2 | -1.1 | 8.9
14 | Cc1cc(C)nc(NS(=O)(=O)c2ccc(NC(=S)NC(=O)c3cccnc3)cc2)n1 | 6.7 | -3.0 | -8.2 | -2.5 | -6.7
15 | Cc1cccc(-n2c(SCC(=O)N3CCC(C(=O)O)CC3)nc3ccccc3c2=O)c1C | 4.9 | 0.7 | 5.9 | -0.8 | -1.6
16 | CN(CC(=O)NCCc1ccc(S(N)(=O)=O)cc1)Cc1c(F)cccc1Cl | 0.5 | 0.8 | -2.6 | 1.1 | 6.5
17 | O=C(COC(=O)c1ccccc1)Nc1ccc2[nH]c(=O)[nH]c2c1 | -6.9 | 0.7 | 7.2 | -1.2 | 2.4
18 | COc1ccc(/C=C2\SC(N3CCCCC3)=NC2=O)cc1 | -3.8 | 1.4 | -11.4 | -6.1 | -1.3
19 | Cc1ccc(OCC(=O)Nc2ccc3c(c2)C(=O)NC3=O)cc1 | -18.1 | 1.2 | 1.3 | -4.5 | -6.9
20 | S=c1[nH]nc(-c2cccnc2)n1-c1ccccc1 | 4.6 | -0.6 | -5.1 | -0.9 | -3.9
21 | CC(=O)c1ccc(NC(=O)COC(=O)Cc2ccsc2)cc1 | -3.6 | 3.5 | 5.5 | -0.6 | -4.0
22 | COc1cc(C(=O)N/N=C2\CCS(=O)(=O)c3ccc(F)cc32)cc(OC)c1OC | 7.9 | -0.9 | -2.0 | -3.8 | -1.3
23 | CCOC(=O)C1=C(C)NC2=C(C(=O)CC(C)(C)C2)C1c1ccsc1 (stereo not drawn) | -300.2 | -44.5 | -0.1 | -1.8 | -0.3
24 | CC(NC(=O)CSc1nc(C2CC2)n(-c2ccccc2)n1)c1ccco1 (stereo not drawn) | 0.4 | -0.4 | 2.3 | 2.5 | 4.7

cpd | PfGluPho inh | UBC13 inh | SENP6 inh | HKDC1 inh
13 | 1.3 | -9.7 | 12.8 | -2.0
14 | -14.2 | -11.0 | -18.0 | -6.7
15 | -12.2 | 6.5 | -8.5 | -5.4
16 | 13.1 | 2.0 | -9.6 | -2.5
17 | -0.6 | -0.7 | 7.4 | -0.6
18 | 10.8 | -4.2 | -2.9 | -2.8
19 | -8.1 | 3.7 | -4.8 | 3.3
20 | 29.8 | -2.4 | 4.5 | -5.5
21 | 6.4 | 13.8 | -6.6 | 0.4
22 | 8.0 | 0.4 | -3.0 | -10.7
23 | -41.2 | 11.5 | -2.7 | 14.1
24 | 15.0 | 3.7 | -2.8 | -0.1

Next part; the last 2 above are carried over.
cpd | compound | SENP8 block-1 | SENP1 FRET inh | SENP8 block-2 | beta cell repl | SENP7 block
23 | CCOC(=O)C1=C(C)NC2=C(C(=O)CC(C)(C)C2)C1c1ccsc1 (stereo not drawn) | -300.2 | -44.5 | -0.1 | -1.8 | -0.3
24 | CC(NC(=O)CSc1nc(C2CC2)n(-c2ccccc2)n1)c1ccco1 (stereo not drawn) | 0.4 | -0.4 | 2.3 | 2.5 | 4.7
25 | Cc1ccc(-c2cc(C(=O)N/N=C/c3ccco3)n[nH]2)s1 | 0.4 | 0.1 | 1.2 | -1.3 | -0.6
26 | COc1cccc(-c2cc(C(F)(F)F)n3ncc(S(=O)(=O)c4ccccc4)c3n2)c1 | -272.5 | -140.9 | 5.9 | 2.0 | 7.5
27 | O=C(CN1CCN(CC(=O)c2ccccc2)CC1)c1ccccc1 | 3.1 | -2.0 | / | / | /
28 | COc1ccc(CN2CCN(C(=O)c3cc(OC)c(OC)c(OC)c3)CC2)cc1OC | 19.5 | 1.6 | -7.5 | 0.8 | -3.2
29 | CC(=O)C(Sc1ncnc2sc3c(c12)CCCC3)C(C)=O | -3.0 | -8.1 | -5.3 | 0.6 | -0.8
30 | Cc1ccccc1NC(=S)NNC(=O)c1cccnc1 | -44.9 | -0.3 | -6.7 | 0.0 | -2.5
31 | O=c1[nH][nH]c(-c2ccccc2)c1C=Nc1ccccc1 | 34.0 | 2.0 | -0.4 | 3.2 | 7.1
32 | O=c1cc(CSc2nnc(COc3ccccc3Cl)o2)nc2sccn12 | 6.7 | 1.2 | -3.4 | -1.1 | 4.0
33 | CCOC(=O)C1=C(C)N(C)C(=O)NC1c1ccc(C)s1 (stereo not drawn) | 8.6 | -0.5 | -9.0 | -2.8 | -6.7
34 | CCOP(=O)(c1ccccc1)C(O)c1ccccc1 (stereo not drawn) | -27.8 | -0.7 | -6.0 | -1.7 | -7.2
35 | Brc1cccc2sc(N3CCCC3)nc12 | 14.0 | 1.8 | -5.0 | 3.2 | 4.2
36 | Cc1cccc(C)c1NC(=O)CNC(=O)C(C)NC(C)c1ccccc1Br (stereo not drawn) | 9.4 | -0.6 | -0.2 | -3.2 | 5.2

cpd | PfGluPho inh | UBC13 inh | SENP6 inh | HKDC1 inh
23 | -41.2 | 11.5 | -2.7 | 14.1
24 | 15.0 | 3.7 | -2.8 | -0.1
25 | -0.9 | -3.8 | 14.0 | -4.3
26 | 6.6 | 7.3 | 3.8 | -7.6
27 | -8.6 | / | / | -0.7
28 | -3.7 | -6.7 | -10.2 | -7.4
29 | -11.4 | -12.1 | -9.9 | 3.5
30 | 35.4 | 8.9 | -16.6 | -11.2
31 | -10.7 | -2.1 | -5.0 | -0.6
32 | 42.0 | -0.6 | -31.7 | -9.6
33 | -2.2 | -0.9 | -13.1 | -8.3
34 | 1.9 | -5.5 | -22.0 | 5.3
35 | 0.5 | -0.7 | -26.7 | 0.9
36 | -6.9 | -2.7 | 2.0 | 1.6

Going on with the list.
cpd | compound | SENP8 block-1 | SENP1 FRET inh | SENP8 block-2 | beta cell repl | SENP7 block
37 | COc1cc(NC(=O)Cn2cnc3c(NCc4ccccc4)ncnc32)cc(OC)c1OC | 22.1 | -1.8 | / | / | 7.6
38 | O=C(Nc1c2c(nc3ccccc13)CCCC2)c1cccc([N+](=O)[O-])c1 | 7.5 | -0.7 | -1.2 | 0.0 | -0.7
39 | CCc1ccc(N2C(=O)c3ccc4c5c(ccc(c35)C2=O)CC4)cc1 | -279.9 | -71.0 | 4.9 | -1.7 | -14.1
40 | Cc1noc(C)c1CSCC(=O)NCCN1C(=O)S/C(=C\c2ccccc2F)C1=O | 7.7 | 1.7 | -3.5 | -3.8 | -1.5
41 | CC(C)c1ccc(-c2csc(NC(=O)c3cccs3)c2C(=O)O)cc1 | -64.4 | -1.1 | 91.2* | -3.6 | 29.5
42 | CCC(CC)C(=O)Nc1cc(C(=O)OC)cc(C(=O)OC)c1 | 22.4 | 1.7 | -5.2 | 0.4 | 7.4
43 | CC(NC(=O)COC(=O)/C=C/c1ccc(Cl)cc1)c1ccccc1 (stereo not drawn) | 7.0 | 1.6 | -14.2 | -3.7 | -11.3
44 | O=C(CSc1n[nH]c(-c2cc(Cl)ccc2Cl)n1)NCCN1C(=O)CSC1=O | 7.7 | 2.0 | -11.9 | 0.0 | -0.5
45 | N#CCSc1ncnc2c1cnn2CCO | 14.9 | -14.0 | -2.8 | 3.1 | -1.7
46 | COc1ccc(CCNC(=O)CC2Nc3ccccc3NC2=O)cc1 (stereo not drawn) | -214.0 | -60.8 | -2.4 | 1.5 | 1.3
47 | CCC1(C)Cc2c(sc3c2c(=O)n(C)c2nnc(SCCc4ccccc4)n32)CO1 (stereo not drawn) | 4.8 | -0.4 | -5.0 | -1.9 | 1.5
48 | Nc1nc2c(-c3ccc(Br)cc3)nnn2c2ccccc12 | -286.3 | -21.9 | -7.1 | -3.7 | 69.9*
49 | CC1CN(c2oc(-c3ccccc3Cl)nc2C#N)CC(C)O1 (stereo not drawn) | i | 0.6 | 2.5 | 0.2 | -6.5
50 | Cc1ccc(OCC(=O)NCc2cccs2)cc1 | 11.1 | 0.1 | -2.2 | -1.3 | 2.8

cpd | PfGluPho inh | UBC13 inh | SENP6 inh | HKDC1 inh
37 | -7.4 | / | / | 10.4
38 | -11.2 | 5.9 | -5.6 | -3.3
39 | -1.1 | -0.4 | 8.4 | 0.9
40 | 2.2 | -0.6 | -12.9 | 1.1
41 | -2.5 | 5.9 | 96.1* | 13.2
42 | -2.8 | -0.4 | -10.3 | -5.7
43 | -2.4 | -12.7 | -17.7 | -9.7
44 | 1.0 | -8.2 | 5.1 | -0.9
45 | 3.7 | 5.0 | -34.2 | -8.0
46 | -17.6 | -7.7 | -2.0 | 1.1
47 | 4.2 | -4.4 | 3.3 | 13.5
48 | 7.7 | 13.4 | -4.6 | -0.5
49 | -0.6 | 13.8 | 6.5 | 0.5
50 | 3.9 | 1.7 | 9.0 | -0.5
